hiPSC survival: increases survival of single human iPS cells | hiPSC single-cell survival, ATPlite luminescence; 100% = ROCK inhibitor wells, 0% = DMSO | survival enhancement, % at 20 µM | AID 602274 | hit rate 0.044% among 360,000; in the data active = survival enhancement above about 18%;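 note: cells exposed to compounds for 16 hours before the ATP read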
EBV LMP1 NFkB: reduces LMP1-driven NF-kappaB luciferase signal; LMP1-induced NF-kappaB luciferase reporter cells, luminescence; inhibition, % at 12.5 µM; hit rate 0.69% among 350,000; AID 504558; in the data active = inhibition above about 41%;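 note: 0% = neutral control wells and 100% = reference inhibitor control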
HIF-2a inh: inhibitors of HIF-2a | AID 624352 | 786-0 RCC cells HIF-2a reporter, luciferase luminescence, overnight | hit rate 0.72% among 360,000 | inhibition, % at 18.8 µM;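 active = inhibition of the luminescence signal of 40% or more relative to plate controls, in a single-dose primary screen at 18.75 µM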
NR2E3 ag-1: agonists of human NR2E3 nuclear receptor; Q9Y5X4; inhibition of corepressor binding, % at 3.98 µM; CHO-S Gal4-NCOR/VP16-NR2E3 two-hybrid, luciferase; hit rate 0.35% among 360,000; AID 602229;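 active = inhibition above the mean of all tested compounds plus 3 SD, cut at about 70% in these data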;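 note: 0% = DMSO with NR2E3 transfected cells and 100% = cells lacking NR2E3 construct; higher means lower luciferase signal from less NR2E3 corepressor binding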
Target sequence (Q9Y5X4 whole entry, looked up, the tested form may be a part): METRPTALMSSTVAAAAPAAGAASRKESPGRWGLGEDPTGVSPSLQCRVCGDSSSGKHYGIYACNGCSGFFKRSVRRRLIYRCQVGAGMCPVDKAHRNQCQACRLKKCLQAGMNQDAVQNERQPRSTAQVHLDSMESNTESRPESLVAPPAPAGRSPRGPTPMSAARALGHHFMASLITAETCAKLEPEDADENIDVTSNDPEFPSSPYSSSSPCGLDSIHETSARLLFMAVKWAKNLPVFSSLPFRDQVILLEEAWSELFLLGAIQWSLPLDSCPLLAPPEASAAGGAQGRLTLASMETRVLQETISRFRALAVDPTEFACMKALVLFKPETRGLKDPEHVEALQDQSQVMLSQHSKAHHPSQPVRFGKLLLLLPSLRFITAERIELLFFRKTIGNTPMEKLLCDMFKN
TRPM1 prom inh: inhibitors of MITF-driven TRPM1 promoter in melanoma cells. SK-MEL-5 TRPM1 promoter luciferase, 24 h. inhibition, % at 12.5 µM. hit rate 0.83% among 330,000. AID 488899;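 active = mean inhibition across replicates of 60% or more, whatever share of single replicates reaches that level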; note: values of inactives mirror those of a sister screen read the other way
KKLEB cytotox: counter-screen for CF NF-kB inhibitors: cytotoxicity; activity change (cytotoxicity), % at 5 µM; KKLEB CF airway cells viability, ATPlite luminescence, overnight; stronger effect = lower value; cells stimulated with P. aeruginosa culture filtrate; hit rate 0.36% among 360,000;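 active = corrected activity change at or below -50% at 5 µM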
Shn3 inh set2: inhibitors of Schnurri-3 3'UTR reporter in osteoblasts. Clone20 osteoblast Shn3 3'UTR firefly luciferase, 24 h. inhibition, % at 12.5 µM. hit rate 0.52% among 360,000. AID 588674;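 active = mean inhibition of at least 75% with every replicate also reaching 75%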;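 note: 0% = median of neutral control wells and 100% = pilot-screen positive control compound; some compounds past the cut are filed as inactive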
NR2E3 ag-2: activates human photoreceptor nuclear receptor NR2E3; AID 2300; hit rate 0.12% among 320,000; Q9Y5X4; inhibition of corepressor binding, % at 4.78 µM; GST-NR2E3/biotin-RetCOR TR-FRET, 1536-well;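 active = percent inhibition above the cutoff of mean plus 3 SD of all tested compounds, set per screening campaign, cut at about 20% in these data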;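 note: 0% = DMSO wells and 100% = biotin wells as full block of FRET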
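Test system: GST-NR2E3 and biotin-RetCOR proteins | Quantity: 1.35 nM GST-tagged NR2E3 final | Medium: Tris pH 7.5 | Also added: 7 nM biotin-RetCOR | Dosing: Compound at 4.8 µM, single dose | Timing: 5 h at 4 °C | Detection: Time-resolved FRET | Read-out basis: Percent inhibition | Benchmarks: Biotin wells as high control, 0.6% DMSO wells as low control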
Peg3 prom inh: Peg3 promoter activity inhibition; inhibition, % at 20 µM; HeLa PEG-Prom luciferase reporter, luminescence, overnight; AID 588405; hit rate 1.7% among 360,000;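 active = inhibition of at least 50% at 20 µM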
TRAIL sens C8: sensitizes caspase-8 expressing cells to TRAIL; NB7+C8 cells + TRAIL, ATPlite viability luminescence; inhibition (viability loss, TRAIL sensitization), % at 10 µM; AID 624354; hit rate 1% among 360,000;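 active = compounds causing at least 50% loss of cell viability in the single-dose screen, relative to plate controls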
CF NFkB block: blocks PAF-induced NF-kB reporter in cystic fibrosis cells; KKLEB NF-kB-GFP reporter, GFP fluorescence overnight; inhibition, % at 5 µM; hit rate 0.86% among 360,000; AID 588850;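 active = at least 50% inhibition at 5 µM, scaled per plate between neutral and stimulator controls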;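 note: PAF is a Pseudomonas aeruginosa culture filtrate used as stimulus; plate controls were PAF-stimulated DMSO wells for no effect and unstimulated DMSO wells for full effect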
* marks the source's active call; other numbers are inactive results; · = no result given. Only part of the results is shown; the hit share may differ from the screen's.

Molecule,hiPSC survival,EBV LMP1 NFkB,HIF-2a inh,NR2E3 ag-1,TRPM1 prom inh,KKLEB cytotox,Shn3 inh set2,NR2E3 ag-2,Peg3 prom inh,TRAIL sens C8,CF NFkB block
O=C1c2ccc(-c3ccc4c(c3)C(=O)N(CCCO)C4=O)cc2C(=O)N1CCCO,1.9,9,13,-18,9,-7,-72,0,2,3,-14
Cc1ccc(NC(=O)c2cncc(Br)c2)c(O)c1,5.4,1,-224,-75,-34,6,-64,-2,-189,3,35
OC(c1ccccc1)(c1nc(-c2ccc(Cl)cc2)cs1)C(F)(F)F (stereo unspecified),5.0,·,-9,-11,·,4,-27,·,22,-5,-9
Cc1noc(C)c1COC(=O)CCCc1c[nH]c2ccccc12,0.1,-6,12,-8,0,-14,-12,1,1,-3,-18
O=C(c1ccccc1)N1CCN(C2CCCCC2)CC1,0.0,2,5,7,-7,9,-14,-3,-2,0,1
CCn1c(SCC(=O)Nc2cc(C)on2)nnc1-c1cccc(C)c1,0.8,-14,8,-20,15,-2,-17,5,20,8,5
Nc1ncc(-c2ccc(-c3ccccc3)cc2F)cc1-c1ccccc1F,-3.0,·,-60,-9,·,-12,-6,·,-27,-1,0
Cc1c(F)cccc1NC(=O)CSCC(=O)Nc1ccccc1,-1.7,0,25,-13,-5,-6,4,1,22,7,10
Cc1ccsc1CN1CCN(c2ccccn2)CC1,-0.3,0,3,-24,-13,8,16,0,5,-16,7
Cc1cc(-c2ccncc2)n2ncc(-c3ccccc3)c2n1,-1.3,·,-151,-150,·,11,-106,·,-320,14,-30
O=C(c1ccc(F)cc1)N1CCN(c2cc(=O)[nH]nc2-c2ccccc2)CC1,-2.2,38,11,-6,-3,-7,-24,6,2,-5,5
CC(=O)c1cc(CN2CCN(CC=C(C)C)C(CCO)C2)cs1 (stereo unspecified),-0.7,0,7,-4,-2,3,13,-1,14,0,0
O=C(Oc1nsnc1N1CCOCC1)N1CCOCC1,-0.7,-5,6,-16,-3,-4,3,-2,-4,-6,5
O=C(c1cccn(Cc2ccc(C(F)(F)F)cc2)c1=O)N1CCOCC1,-1.5,3,9,-4,-6,10,2,0,-3,-2,-12
COc1ccc2[nH]c(=O)c(CN(C)C(=O)C3CCCCC3)cc2c1,4.8,-5,-12,2,4,4,13,-2,-7,-1,-8
CN(C(=O)c1cccc(NC(=O)Cc2cccc([N+](=O)[O-])c2)c1)C1CC1,0.8,-11,6,9,8,-10,-13,·,24,-22,-8
CC(C)N1C(=O)S/C(=C/c2ccc(Sc3nc4ccccc4[nH]3)o2)C1=O,0.5,26,-32,43,9,-12,75,5,25,25,16
CCCc1nc2ccccc2c(NC(=O)CN(CC)CC)c1CC,-1.5,2,11,-5,2,20,-2,3,11,1,-14
CCc1ccc(OC(=O)c2cncc(Br)c2)cc1,-0.2,-3,11,-19,-25,0,-12,-1,-10,15,3
COc1ccccc1-c1noc(CCC(=O)NC2CCCCC2)n1,-0.3,5,-6,-1,14,15,-1,-1,15,8,1
O=C1c2ccccc2C(=O)N1Cc1ccc2c(c1)OCO2,-2.6,-3,19,18,2,-3,-11,0,7,-6,0
C[C@@H](OC(=O)c1[nH]cnc1C(=O)NCc1ccc(CNC(=O)OC(C)(C)C)cc1)c1ccccc1,-2.0,6,13,9,38,9,31,·,39,18,2
CC1(C)Cc2c(c(-c3ccccc3)[nH]c(=O)c2C#N)CO1,10,10,7,7,4,-2,4,2,5,-6,19
COc1cccc(-n2c(SCC(=O)Nc3sc4c(c3C(N)=O)CCC4)nc3ccccc3c2=O)c1,-1.5,9,14,-33,9,9,9,1,21,-11,-16
COC(=O)c1ccc(C(=O)OC)c(NC(=O)CS(=O)(=O)Cc2ccccc2)c1,-0.8,2,0,-17,-1,12,-3,3,9,-6,-31
CCc1nc2ccc(C(=O)NCCOc3ccc(OC)cc3)cn2c1N(C)C(=O)COc1ccccc1,0.4,·,16,18,·,-3,-6,·,4,-15,-40
Clc1nc(NC2CCCC2)nc(N2CCOCC2)n1,0.3,12,11,-24,7,12,23,3,15,0,8
COc1cc(/C=N/Nc2ccc(F)cc2F)cc(OC)c1OC,-0.5,-14,-56,-9,-2,-1,-13,0,-34,-3,-5
Cc1cc(C)c(C#N)c(SCc2ccccc2C)n1,-0.3,-2,-33,1,7,3,-10,-1,13,5,-15
COc1cc(N)c(Cl)cc1C(=O)OCC(=O)Nc1cccnc1Cl,-0.5,-4,-23,-13,-19,-15,-10,-3,-13,-12,16
CCNc1c(N)c(=O)oc2ccccc12,-1.2,-3,5,28,4,5,-11,-3,-1,10,-4
CC1CN(C(=O)C(Sc2ccccc2)c2ccccc2)CC(C)O1 (stereo unspecified),-0.9,-1,7,2,-8,-1,-3,-1,17,-1,16
COC(=O)c1[nH]nc(C(=O)OC(C)(C)C)c1-c1ccccc1,-2.2,16,20,11,16,10,10,-2,23,1,-31
c1ccc(N2CCN(c3ncccn3)CC2)cc1,-0.2,3,-132,-34,-9,10,10,2,-82,-1,18
CC(C)C[C@H](NC(=O)N1CCn2c1nc1ccccc12)C(=O)NCC1CCCO1 (stereo partly specified),-0.1,7,5,7,-2,1,7,2,15,-8,-10
OC/C(Br)=C(\Br)CO,2.2,-8,4,-13,0,3,18,1,-3,-5,7
CCCCn1c(=O)[nH]c(=O)c2c1nc(-c1cc3c(cc1Br)OCO3)n2C,2.1,-6,19,-2,-2,-26,12,-1,16,0,1
CCOC(=O)c1cccc(NC(=O)/C=C/c2ccc([N+](=O)[O-])cc2)c1,-2.1,16,-25,-44,13,9,-10,-2,-37,76*,-28
Cc1ccc(-c2nn(-c3ccc(F)cc3)cc2C(=O)NCC2CCCO2)cc1 (stereo unspecified),-0.4,-2,-39,12,-7,-12,-28,-5,-81,6,13
C=CC[C@@H](CC(=O)N(CCO)Cc1ccccc1)C(=O)NC[C@@H](OC(=O)[C@@H](CC=C)Cc1ccc(F)cc1)c1ccccc1,0.0,2,11,16,10,-6,9,·,29,8,-18
CCOC(=O)CC1C(=O)NCCN1Cc1cccs1 (stereo unspecified),2.1,2,13,-12,5,-6,0,2,-11,-2,13
COC(=O)C1CN(C(=O)COc2cccc(C)c2C)c2ccccc2O1 (stereo unspecified),0.9,-4,10,-12,-12,6,-1,1,3,-27,4
C/C(=N\NC(=O)C(C)n1nc(C)c([N+](=O)[O-])c1C)c1ccccc1O (stereo unspecified),0.0,4,35,-3,39,-15,57,-1,41,11,5
CCCCNc1c(-c2ccc(-c3ccc(C(C)=O)cc3)c(OC)c2)nc2cc(C)ccn12,1.6,-6,-126,-18,-41,-19,-8,·,-23,10,10
CSc1ccccc1NC(=S)NC1CCCC1,-0.4,13,-4,-8,4,-2,12,·,1,6,8
CC(=O)Nc1ccc(S(=O)(=O)NCc2ccc(C)cc2)cc1,-2.6,4,20,5,-10,-2,18,-3,4,-3,-14
CCOC(=O)N1CCC(N(CCN(C)C)C(=S)Nc2ccccc2C)CC1,-1.2,-1,19,35,11,-1,-2,-1,-2,3,-4
CC(=O)c1ccc(NC(=S)Nc2cccc3ccccc23)cc1,0.0,0,-23,-2,6,-11,-26,-1,-35,1,-6
CC1C(c2ccccc2)=Nn2c(=O)n(-c3ccccc3)c(=O)n21 (stereo unspecified),-2.5,-48,-36,-29,·,-3,4,·,-15,-15,-12
CNS(=O)(=O)c1cnccc1N1CCN(c2cccc(C(F)(F)F)c2)CC1,0.8,2,11,-4,9,-2,16,-1,13,9,15
COCCNCC(=O)N1CCCCCC1,-0.4,-4,9,-4,1,2,0,1,6,-4,-3
COc1ccccc1NC(=O)c1cc(-c2ccc(C)o2)nc2ccccc12,-0.6,-14,-52,-16,·,-5,-5,-4,4,34,16
CCC(C)(C)NC(=O)C(C(C)C)N(CC1CCCO1)C(=O)CNS(=O)(=O)c1ccc(F)cc1 (stereo unspecified),0.1,-1,9,-7,-3,4,1,3,1,9,-3
FC(F)(F)c1cccc(OCc2noc(-c3ccsc3)n2)c1,-0.6,-6,-24,35,0,-8,-2,-1,-13,5,0
CS(=O)(=O)Nc1ccc(Br)cc1C(=O)c1ccccc1,-0.5,1,19,9,-7,-2,-3,0,8,4,-4
O=C(NCCN1CCOCC1)C(=O)NCC1OCCN1S(=O)(=O)c1cc(F)ccc1F (stereo unspecified),-0.2,-7,4,23,-1,-12,-2,-1,4,-1,15

Two of the compounds above, with each value named:
CS(=O)(=O)Nc1ccc(Br)cc1C(=O)c1ccccc1
  hiPSC survival = -0.5; EBV LMP1 NFkB = 1; HIF-2a inh = 19; NR2E3 ag-1 = 9; TRPM1 prom inh = -7; KKLEB cytotox = -2; Shn3 inh set2 = -3; NR2E3 ag-2 = 0; Peg3 prom inh = 8; TRAIL sens C8 = 4; CF NFkB block = -4
O=C(NCCN1CCOCC1)C(=O)NCC1OCCN1S(=O)(=O)c1cc(F)ccc1F (stereo unspecified)
  hiPSC survival = -0.2; EBV LMP1 NFkB = -7; HIF-2a inh = 4; NR2E3 ag-1 = 23; TRPM1 prom inh = -1; KKLEB cytotox = -12; Shn3 inh set2 = -2; NR2E3 ag-2 = -1; Peg3 prom inh = 4; TRAIL sens C8 = -1; CF NFkB block = 15

The listing continues:
Molecule,hiPSC survival,EBV LMP1 NFkB,HIF-2a inh,NR2E3 ag-1,TRPM1 prom inh,KKLEB cytotox,Shn3 inh set2,NR2E3 ag-2,Peg3 prom inh,TRAIL sens C8,CF NFkB block
CC(=O)c1cccc(NC(=O)c2ccc(C(=O)Nc3cccc(C(C)=O)c3)nc2)c1,0.3,-1,4,-23,8,-1,-16,-1,17,-11,2
CCOc1ccc(S(=O)(=O)N2CCN(C(=O)C3CC3C)CC2)cc1 (stereo unspecified),0.3,10,14,25,1,-14,3,·,2,3,18
Cc1occc1-c1nnc(SCC(=O)N2CCCc3ccccc32)n1Cc1ccco1,4.7,-9,31,-18,3,6,5,·,18,7,1
COc1ccc(OC)c(-n2c(-c3ccc(O)cc3O)n[nH]c2=S)c1,-0.6,-3,12,-16,-11,8,0,2,8,19,-12
O=C(Nc1ccc(F)cc1)N1CCOCC1,-0.7,-8,8,-20,2,10,3,0,-4,-4,3
O=C(CNC(=O)c1cccc([N+](=O)[O-])c1)NC1CCCc2ccccc21 (stereo unspecified),-0.3,-6,9,-13,5,5,8,0,17,-3,14
CCOc1ccccc1C(=O)NCC(=O)Nc1ccc2c(c1)OCO2,-3.1,2,-24,5,1,1,-3,2,-4,3,-4
COc1ccccc1N1CCN(C(=O)c2ccccc2Oc2ccccc2)CC1,1.6,4,14,2,11,-1,-2,-1,29,-13,16
CCN(CC)S(=O)(=O)c1ccc(NC(=O)c2cccs2)cc1,2.0,-9,-48,-18,-13,-12,-18,-1,-27,-2,6
Cc1ccc(S(=O)(=O)NC(CC(C)C)C(=O)N2CCOCCOCCOCC2)cc1 (stereo unspecified),0.9,0,2,-4,2,4,9,4,1,-23,-23
O=C(Nc1ccc(F)cc1F)c1cccc(C(=O)Nc2ccc(F)cc2F)n1,0.3,-118,7,-17,17,-32,50,3,8,26,36
